# Abeta rescue: compounds reversing amyloid beta toxicity in yeast. yeast expressing A-beta42, growth rescue, OD600, 48 h; response scale: 0% DMSO, 100% iron-clioquinol control. Potency, µM (doses to about 46.1 µM), for inactives: at the highest dose growth rescue, most hits filed as activators. hit rate 0.063% among 410,000. AID 1347071; also: potency is read from the fitted curve at half-maximal effect; nearly all actives have a fitted effect of over 55% in size
#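 Yeast growth medium received pinned compounds, then yeast cells expressing toxic A-beta were added; plates incubated at 30 C for 48 hr. Growth read as absorbance at 600 nm, normalized to DMSO and equimolar FeCl3 plus clioquinol controls.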
# Mm-Cpn inhibitor: M. maripaludis TRiC chaperonin inhibition; hit rate 0.031% among 330,000; purified Mm-Cpn ATPase, ADP Transcreener TR-FRET; Potency, µM (series often up to 76.9 µM), for inactives: top-dose activity, negative = inhibition, hits mostly inhibitors; AID 504842; also: potency is read from the fitted curve at half-maximal effect; % is scaled to controls: 0 for no effect and ±100 for the full control effect; nearly all actives have a fitted effect of over 80% in size
#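 Purified archaeal Mm-CPN (25nM final) preincubated 10 min at 37degC with compound, then 10uM ATP for 30 min at 37degC; ADP measured by HTRF Transcreener TR-FRET; buffer 30 mM TRIS pH 7.4, 100mM KCl, 5mM MgCl2, 1mM DTT.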
# TGFb SMAD3 inh: TGF-b pathway inhibition | HepG2 CAGA-GFP TGF-b/SMAD3 reporter, GFP fluorescence, 18 h; TGF-beta stimulated, 500 pg/mL final | Potency, µM (titrated, usually from 46.1 µM), inactives show at the highest dose activity, negative = inhibition, actives largely listed as inhibitors | hit rate 1.2% among 410,000 | AID 588855; also: potency is read from the fitted curve at half-maximal effect; % is scaled to controls: 0 for no effect and ±100 for the full control effect; nearly all actives have a fitted effect of over 65% in size
#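 First, reporter cells (HEPG2 CAGA-GFP) rested 2 h at 37 degrees C. Next, compounds were pinned in and TGF-beta added to 500 pg/mL final. After 18 h, GFP was imaged per cell and summed per well.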
# A549 viability: kills or reduces viability of A549 cells in Nrf2 counter-screen | hit rate 0.16% among 390,000 | Potency, µM (titrated, usually from 46 µM), for the others: top-dose activity change, negative = cytotoxicity, hits mostly inhibitors | A549 ARE-Fluc cells, CellTiter-Fluor viability, 18-24 h; also: potency is read from the fitted curve at half-maximal effect; % is scaled to controls: 0 for no effect and ±100 for the full control effect
#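 A549 ARE_Fluc cells in 5% FBS OPTI-MEM were exposed to compounds in concentration-response for 18-24 h at 37 deg C. Viability was read by CellTiter-Fluor fluorescence (Ex 405/Em 525) after 30 min, before the luciferase read.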
# CCT chaperon mod: modulators of cytosolic chaperonin (CCT/TRiC) activity | purified chaperonin ATPase assay, HTRF ADP detection, 30 min | activity change, % (no concentration beside the values), hits read low | hit rate 0.3% among 360,000 | AID 651819; in the data active = activity change below about -30%; also: % is scaled to controls: 0 for no effect and ±100 for the full control effect
#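 TRiC at 40 or 20 nM final (batch-dependent) in 30 mM Tris pH 7.4, 100 mM KCl, 5 mM MgCl2, 1 mM DTT, with compound at single 76 uM and 10 uM ATP, 30 min at 37 deg C. ADP detected by HTRF Transcreener, 665/615 ratio.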
# Nrf2 activator: activators of Nrf2 (ARE) signaling; AREc32 ARE-luciferase reporter (MCF7-derived line), luminescence, 24 h; Potency, µM (titrated, usually from 46.1 µM), inactives show at the top dose activation, hits mostly activators; hit rate 0.31% among 410,000; AID 624171; also: potency is read from the fitted curve at half-maximal effect; % of control where 0% means no effect; nearly all actives have a fitted effect of over 65% in size
#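 AREc32 cells carrying an ARE-driven firefly luciferase, 1000 cells/well in OPTI-MEM with 5% FBS, dosed after overnight attachment and incubated 24 hr at 37 deg C. Steady-Glo luminescence read after 30 min at RT.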
# Nrf2 inh: blocks Nrf2 signaling; Potency, µM (top dose mostly 46 µM), inactives show at the top dose activity change, negative = inhibition, most hits filed as inhibitors; hit rate 2.1% among 360,000; A549 ARE-Fluc reporter, luciferase luminescence, 18-24 h; also: potency is read from the fitted curve at half-maximal effect; % is scaled to controls: 0 for no effect and ±100 for the full control effect; nearly all actives have a fitted effect of over 60% in size
#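 Quantitative HTS in A549 cells stably bearing an antioxidant response element-firefly luciferase construct. Inhibition of Nrf2-driven transcription was scored by luminescence after 18-24 h of compound exposure at 37 °C.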
# pAkt inh: inhibitors of Akt phosphorylation | activity change, % for hits at 50 µM | hit rate 0.32% among 360,000 | Neuro2A IGF-stimulated pAkt S473 HTRF, 20 min; active compounds read low; in the data active = activity change below about -80%; inconclusive = mostly about -51% to -80%; also: % is scaled to controls: 0 for no effect and ±100 for the full control effect
#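 Neuro2A cells in DMEM with 0.5% FBS, overnight at 37 deg C, given compound at single 50 µM final, then IGF (6 nM final) for 20 min at 37 deg C. Lysed; phospho-Akt Ser473 by HTRF after 24 h, 665/615 ratio.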
# HepG2 tox: counter-screen for TGF-b inhibitors: cytotoxicity in HepG2 cells; HepG2 CAGA-GFP viability, ATP luminescence, 18 h; Potency, µM (titrated, usually from 46.1 µM), for inactives: at the top dose activity change, negative = cytotoxicity, actives largely listed as cytotoxic; hit rate 0.76% among 410,000; AID 588856; also: potency is read from the fitted curve at half-maximal effect; some results filed as inactive show a strong effect at the top dose
#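 HepG2 CAGA-GFP cells (1000/well, DMEM with 1% FBS) received compound, then TGF-beta at 500 pg/mL final, and were incubated 18 hours at 37 degrees C. Viability was read by CellTiter-Glo luminescence. Media-only wells were set as complete cell-killing and DMSO as no toxicity.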
# * hit, by the source's call; i = inactive; u = inconclusive; x = no result given; & = joins results of further samples; [ ] = another dose, or the depositor's remark. Unless noted, calls follow the shape of the dose curve; as a rule, active = well fitted curve in the direction sought with a large enough effect; inconclusive = small, poorly fitted or top-dose-only effect, or another doubt; inactive = no such curve, though single readings can be large; an effect the other way counts as inactive or inconclusive.
SMILES,Abeta rescue,Mm-Cpn inhibitor,TGFb SMAD3 inh,A549 viability,CCT chaperon mod,Nrf2 activator,Nrf2 inh,pAkt inh,HepG2 tox
COc1ccc(S(=O)(=O)N2CCCCC2c2cc(C(=O)NC(C)C)no2)cc1 (stereo unspecified),13%,x,10%,x,-1.7,0.6%[9.22 µM],x,i,-12%
CC(C)c1nc(SCC(=O)c2ccc(F)cc2)c2ccccc2n1,-20%,-11%,u,-22%,-3.4,8.5%,u,i,1%
CCCCCCCCC#Cc1nc(C)ccc1OC,4%,2%,-3%,0%,0.8,14%,u,i,-27%
COC(C#CCCN(C)C)(c1ccccc1)c1ccccc1,4%,0%,9%,3%,-0.5,-0.9%,0%,i,3%
C=CCNc1nc2ccccc2nc1NS(=O)(=O)c1ccc(Cl)cc1,-31%,-2%,u,-9%,-1.0,-1.0%,u,i,-26%
CCOC(=O)CNC(=O)c1sc(NC(=O)c2ccccc2)nc1C,1%,0%,-12%,9%,2.4,5.4%,u,i,-20%
Cc1ccc(NC(=O)c2cc(C(=O)c3cc(Cl)ccc3O)cn(-c3ccc(C)cc3)c2=O)cc1,-8%,-6%,7.9µM*,0%,0.6,0.0%,-4%,i,-35%
Cc1c(-c2ccccc2)nc(N)c(C#N)c1-c1cccs1,9%,-7%,-10%,-2%,-7.0,-0.7%,u,i,1%
CC(=O)N(/N=C1\Sc2ccccc2C1=O)c1ccccc1,-1%,0%,8%,1%,-0.7,u,24%,i,0%
O=C(CSc1nc(=O)n(CCCN2CCOCC2)c2c1CCCC2)Nc1ccc(F)c(F)c1,-17%,1%,u,0%,-0.3,-0.1%,-3%,i,-21%

# Looked up by structure from above, 4 records:
SMILES,Abeta rescue,Mm-Cpn inhibitor,TGFb SMAD3 inh,A549 viability,CCT chaperon mod,Nrf2 activator,Nrf2 inh,pAkt inh,HepG2 tox
CCCCCCCCC#Cc1nc(C)ccc1OC,4%,2%,-3%,0%,0.8,14%,u,i,-27%
O=C(CSc1nc(=O)n(CCCN2CCOCC2)c2c1CCCC2)Nc1ccc(F)c(F)c1,-17%,1%,u,0%,-0.3,-0.1%,-3%,i,-21%
Cc1ccc(NC(=O)c2cc(C(=O)c3cc(Cl)ccc3O)cn(-c3ccc(C)cc3)c2=O)cc1,-8%,-6%,7.9µM*,0%,0.6,0.0%,-4%,i,-35%
COC(C#CCCN(C)C)(c1ccccc1)c1ccccc1,4%,0%,9%,3%,-0.5,-0.9%,0%,i,3%

# Continued:
SMILES,Abeta rescue,Mm-Cpn inhibitor,TGFb SMAD3 inh,A549 viability,CCT chaperon mod,Nrf2 activator,Nrf2 inh,pAkt inh,HepG2 tox
CCc1ccc(NC(=O)C2CCN(c3nc(-c4ccc(OC)cc4)no3)CC2)cc1,5%,x,2%,0%,x,-2.2%,x,x,-9%
CCC(NC(=O)CCc1nnc(-c2cc(C)on2)o1)C12CC3CC(CC(C3)C1)C2 (stereo unspecified),-32%[inhibitor],0%,0%,-2%,0.5,0.1%,13%,i,5%
Cc1ccc(C(=O)NC2CCCCCCC2)cc1S(=O)(=O)N1CCOCC1,2%,0%,u,1%,0.4,4.8%,u,i,4%
CC(C)CCOCC1CC2(CC(C)(c3csc(N)n3)OC2=O)C(=O)O1 (stereo unspecified),-7%,3%,0%,1%,0.4,-0.3%,9%,i,-11%
COc1cccc(-c2nn(-c3ccc(C)cc3)cc2C(=O)NCC2CCCO2)c1 (stereo unspecified),-15%,0%,16%,-17%,-7.0,5.0%,3%,i,-5%
Cc1cc2c(cc1S(=O)(=O)Nc1ccc(C(C)C)cc1)OCCN2C,-8%,0%,u,-1%,x,6.9%,13µM*,x,-32%
O=C(O)c1c[nH]c(=S)n1-c1ccc(F)cc1,-7%,-4%,-2%,-7%,-2.7,-0.1%,4%,i,-4%
NC(=O)C1=C[C@H](c2ccc(Br)cc2)C[C@H](OCc2ccc(CO)cc2)O1,-6%,x,-8%,1%,0.1,7.5%,20%,i,-23%
COC(=O)CCS(=O)(=O)c1ccc(Cl)c(Cl)c1,-8%,0%,-16%,1%,-1.9,-0.5%,8%,i,3%
COc1ccc(CN(C(=O)c2snc(C(N)=O)c2N)C(C)C(=O)NCc2ccc(F)cc2)cc1 (stereo unspecified),-3%,-19%,-1%,-3%,0.1,0.1%,1%,i,8%
O=C(COC(=O)c1ccccc1Cl)Nc1ccc2[nH]c(=O)[nH]c2c1,-4%,0%,2%,-4%,1.6,6.5%,5%,i,-4%
COc1ccc(-c2nc3sc(CCNC(=O)c4cccc(C(F)(F)F)c4)c(C)n3n2)cc1,-2%,x,-22%,-17%,x,4.7%,x,x,-31%
COc1ccc(NC(=O)Cc2nnc(SCC(=O)c3ccccc3)n2C)cc1,-7%,-2%,-11%,3%,0.7,-0.2%,-25%,i,-16%
CC(=O)c1cc2c(cc1NC(=O)CN1Cc3ccccc3C1=O)OCO2,-17%,2%,2%,1%,2.0,-0.2%,4%,i,0%
O=C(NC(=S)Nc1cccc(S(=O)(=O)NC2=NCCC2)c1)c1cc(-c2ccco2)nc2ccccc12,-1%,-9%,-14%,-8%,-0.8,19%,u,i,2%
c1ccc(-c2cncnc2)cc1,2%,-6%,-4%,1%,-0.8,0.4%,-12%,i,-24%
O=C(N1CCOCC1)N(Cc1ccco1)CC1CCCO1 (stereo unspecified),20%,-15%,-12%,11%,0.0,-0.1%,x,i,6%
Cn1c(SCC(=O)NCc2ccc3c(c2)OCO3)ncc(C(=O)Nc2ccc(F)cc2)c1=O,2%,-3%,-3%,0%,0.2,2.0%,u,i,1%
O=C(Nc1cc(S(=O)(=O)N2CCOCC2)ccc1N1CCCCC1)c1cc(-c2ccccn2)nc2ccccc12,-10%,3%,-4%,-4%,-1.3,-0.1%,9%,i,-25%
NC(N)=N/N=C/c1ccc(Cl)cc1Cl,4%,1%,u,1%,1.9,-1.3%,-9%,i,-84%

# Entries listed so far printed as active in Nrf2 inh:
SMILES	Mm-Cpn inhibitor	TGFb SMAD3 inh	CCT chaperon mod	Nrf2 activator	Nrf2 inh	pAkt inh
Cc1cc2c(cc1S(=O)(=O)Nc1ccc(C(C)C)cc1)OCCN2C	0%	u	x	6.9%	13µM*	x

# Other records:
SMILES,Abeta rescue,Mm-Cpn inhibitor,TGFb SMAD3 inh,A549 viability,CCT chaperon mod,Nrf2 activator,Nrf2 inh,pAkt inh,HepG2 tox
CCc1nc2ccccc2nc1N1CCN(S(=O)(=O)c2ccc(Cl)cc2)CC1,-22%,0%,-10%,1%,1.7,-0.3%,u,i,-21%
Cc1ncc([N+](=O)[O-])n1CCOC(=O)NC(Nc1ccc(F)cc1)C(Cl)(Cl)Cl (stereo unspecified),-8%,1%,8%,0%,-0.3,-0.1%,-8%,i,-6%
Clc1ccc(-n2nnnc2-c2cnc3ccccc3c2-c2ccccc2)cc1,-13%,u,u,0%,-3.2,0.3%,u,i,1%
Cc1ccc(Nc2nc(-c3ccccc3)cs2)nc1,19%,-1%,-3%,0%,-3.1,7.8%,u,i,-20%
c1ccc(Oc2cc(-n3cncn3)ncn2)cc1,13%,1%,17%,10%,-3.4,3.7%,u,i,0%
CCOC(=O)C(=CNc1ccc(C#N)cc1)C(=O)OCC,-9%,2%,-10%,6%,0.5,0.7%,-10%,i,-3%
C=C(C)CNC(=S)N1CCN(C(c2ccccc2)c2ccccc2)CC1,-9%,4%,-2%,-1%,-2.7,-0.4%,-18%,i,-3%
O=C(COC(=O)Cn1cnc2ccccc21)NCCc1ccccc1,4%,1%,14%,-5%,-1.0,-0.7%,13%,i,2%
CCC(=O)Nc1ccc2c(c1)nc(CN1CCCCC1)n2C,-5%,-1%,-6%,11%,-1.7,2.4%,5%,i,-7%
NC(=O)c1ccccc1N=Cc1ccc2ccccc2c1,25%,1%,-5%,-1%,-0.2,3.0%,u,i,-25%
Cc1cc(C)nc(N/N=C/c2sccc2C)n1,-6%,-2%,-7%,-1%,0.3,0.3%,7%,i,-50%
Cc1ccccc1NC(=O)Cc1nc(COC(=O)c2nccnc2N)cs1,-10%,x,-11%,x,-1.6,0.0%,x,i,-21%
O=C(Nc1ccc(S(=O)(=O)N2CCOCC2)cc1)c1ccccc1Br,-5%,u,1%,-5%,-0.2,0.3%,-17%,i,13%
O=C(NCCCn1ccnc1)c1cn(-c2ccccc2)nc1-c1ccccc1,-3%,x,-1%,15%,-2.8,1.8%,u,i,-32%
C=CCOC(=O)C1=C(C)NC(SCC(=O)N(CC)CC)=C(C#N)C1c1ccco1 (stereo unspecified),-22%,1%,-4%&2%,6%&-3%,3.0&1.9,-0.6%&3.0%,9%,i,3%&-25%
N#C/C(=C/c1ccc(OC(=O)c2ccc(Br)s2)cc1)c1nc2ccccc2[nH]1,0%,x,31%,9%,-4.6,20%,1%,i,3%
Cc1cc(C)nc(N/N=C/c2ccc3c(c2)OCCO3)n1,9%,-1%,2%,1%,1.0,2.1%,u,i,-20%
COC(=O)c1cc(C(=O)OC)n(Cc2ccc(C)cc2)c1C,-1%,-2%,8%,2%,-1.4,0.1%,7%,i,0%
COc1ccc(-c2nn3cnnc3s2)cc1OC,-2%,1%,1%,8%,1.8,1.7%,18%,i,-2%

# Individual results from the results shown:
# Under Abeta rescue, `O=C(NCCCn1ccnc1)c1cn(-c2ccccc2)nc1-c1ccccc1` is entered as -3%
# Under CCT chaperon mod, `Cc1ccccc1NC(=O)Cc1nc(COC(=O)c2nccnc2N)cs1` is entered as -1.6

# High-throughput results as filed in PubChem.
